Screens as filed in PubChem.
M1 antag: human M1 muscarinic receptor antagonists, primary screen, CHO-K1 cells, Fluo-8 calcium fluorescence, 1536-well; 360,000 tested, 1.3% active; inhibition, % at 3 µM; Muscarinic acetylcholine receptor M1 (Homo sapiens), P11229; CHO-K1 hM1, ACh EC80 antagonist;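 active = percent inhibition above its own plate's cutoff, namely the mean of that plate's compound wells plus 3 SD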;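 note: peak over basal fluorescence ratio during 140 s after agonist addition; 0% = ACh EC80 plus DMSO and 100% = DMSO alone without agonist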
Target sequence (P11229 whole entry, looked up): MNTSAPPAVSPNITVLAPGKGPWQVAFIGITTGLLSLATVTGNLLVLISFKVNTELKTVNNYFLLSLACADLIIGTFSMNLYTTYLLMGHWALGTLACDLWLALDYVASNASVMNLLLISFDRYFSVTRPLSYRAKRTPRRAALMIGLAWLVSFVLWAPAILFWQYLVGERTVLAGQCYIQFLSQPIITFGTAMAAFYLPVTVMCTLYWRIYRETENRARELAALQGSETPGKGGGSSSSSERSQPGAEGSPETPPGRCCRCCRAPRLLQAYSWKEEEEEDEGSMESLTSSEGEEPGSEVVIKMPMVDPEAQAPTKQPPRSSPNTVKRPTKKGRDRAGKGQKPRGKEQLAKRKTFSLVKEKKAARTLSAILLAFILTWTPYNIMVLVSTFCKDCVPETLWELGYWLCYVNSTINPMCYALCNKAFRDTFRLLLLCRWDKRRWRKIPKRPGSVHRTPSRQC
M4 antag: human M4 muscarinic receptor antagonists, primary screen, CHO cells, Fluo-8 calcium fluorescence; Muscarinic acetylcholine receptor M4 (Homo sapiens), P08173; 360,000 tested, 0.73% active; CHO-hM4 cells, ACh EC80; inhibition, % at 3 µM;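 active = inhibition above its plate's cutoff, the mean inhibition of sample wells plus 3 SD, cut at about 27% in these data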;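 note: 0% = acetylcholine EC80 with DMSO and 100% = DMSO without agonist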
Target sequence (P08173 whole entry, looked up): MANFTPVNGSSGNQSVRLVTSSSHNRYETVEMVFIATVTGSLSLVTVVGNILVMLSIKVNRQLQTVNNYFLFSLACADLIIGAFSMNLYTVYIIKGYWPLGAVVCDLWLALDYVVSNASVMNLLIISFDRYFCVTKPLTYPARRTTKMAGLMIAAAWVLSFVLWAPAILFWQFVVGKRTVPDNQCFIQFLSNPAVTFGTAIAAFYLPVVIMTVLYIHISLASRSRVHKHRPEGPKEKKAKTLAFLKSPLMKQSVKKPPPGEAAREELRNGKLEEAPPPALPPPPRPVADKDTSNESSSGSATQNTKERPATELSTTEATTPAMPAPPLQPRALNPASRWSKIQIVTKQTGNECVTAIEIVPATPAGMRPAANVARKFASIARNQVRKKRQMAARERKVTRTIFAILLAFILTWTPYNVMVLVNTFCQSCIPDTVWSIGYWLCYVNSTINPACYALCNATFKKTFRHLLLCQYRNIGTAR
CHO-K1 Ca antag: nonselective inhibitor or artifact in parental CHO-K1 cells | 360,000 tested, 0.6% active | ATP-induced calcium, Fluo-8 fluorescence | AID 602250 | inhibition, % at 3 µM;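 active = inhibition above a per-plate cutoff, the plate's mean sample inhibition plus 3 SD, cut at about 24% in these data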;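 note: 0% = DMSO plus EC80 ATP and 100% = DMSO alone without ATP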
M1 ag: human M1 muscarinic receptor agonists, primary screen, Fluo-8 calcium fluorescence, CHO-K1 cells, HTS; CHO-K1 hM1, agonist mode; 0% DMSO, 100% acetylcholine EC100; Muscarinic acetylcholine receptor M1 (Homo sapiens), P11229; activation, % at 3 µM; 360,000 tested, 0.33% active;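 active = activation above the run's mean compound activation plus 3 SD, cut at about 16% in these data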;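 note: peak over basal fluorescence ratio within a 140 s kinetic read after compound addition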
CHRM4 agonist: human M4 muscarinic receptor agonists, primary screen, CHO-K1 cells, Fluo-8 calcium fluorescence; activation, % at 3 µM; AID 624127, 2012; CHO-K1 hM4/Gqi5; vehicle 0%, full acetylcholine response 100%; 360,000 tested, 0.14% active;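 active = activation above the run mean over all test wells plus 3 SD, cut at about 32% in these data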;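 note: peak over basal fluorescence ratio per well then scaled between controls; 0% = DMSO wells and 100% = acetylcholine at EC100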
CHO-K1 Ca ag: counter-screen for M1 agonists: effect in parental CHO-K1 cells; AID 602248, 2012; Fluo-8 calcium fluorescence; scaled to maximal ATP response, vehicle zero; 360,000 tested, 0.48% active; activation, % at 3 µM; in the data active = activation above about 15%;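 note: untransfected CHO-K1 host cells lacking M1 receptor as counterscreen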
CHRM1 PAM: human M1 muscarinic receptor positive allosteric modulators, primary screen, CHO-K1 cells, Fluo-8 calcium fluorescence, 1536-well. Muscarinic acetylcholine receptor M1 (Homo sapiens), P11229. CHO-K1 hM1, ACh EC20; 0% = ACh EC20, 100% = maximal ACh. activation, % at 3 µM. 360,000 tested, 0.088% active. AID 588819, 2011; in the data active = activation above about 19%, passing the limit was not always enough
CHO parental Ca: ATP-evoked calcium signal inhibitors, parental CHO, primary screen, counter-screen for OX1R antagonist project, cell-based, fluorescence, Fluo-8 calcium dye; parental CHO-K1, ATP-induced calcium, Fluo-8 fluorescence; inhibition, % at 5.6 µM; 330,000 tested, 0.63% active;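 active = inhibition above that plate's mean sample inhibition plus 3 SD, cut at about 26% in these data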;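 note: 0% = ATP-challenged DMSO wells and 100% = DMSO wells without ATP; some compounds past the cut are filed as inactive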
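Measured by: calcium-sensitive Fluo-8 fluorescence / Test system: CHO parental line / Controls: ATP-challenged DMSO wells low, unchallenged DMSO wells high / Measure: % inhibition / Compound: single nominal dose of 5.6 µM per compound / Replicates: single well per compound, no replicates / Reagent: ATP as calcium-mobilizing challenge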
OXTR potentiate: human OXTR potentiators, primary screen, fluorescence, CHO-OTR cells, Fluo-8 calcium; Oxytocin receptor (Homo sapiens), P30559; Fluo-8 calcium fluorescence, potentiator mode; 0% = oxytocin EC15, 100% = EC100; activation, % at 3 µM; 320,000 tested, 0.061% active;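 active = activation above that plate's cutoff, the mean activation of tested compounds plus 3 SD, cut at about 6.6% in these data, passing the limit was not always enough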;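 note: 100% uses oxytocin at 75 nM as the full agonist control; some results filed as inactive read as strong as hits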
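Measured by – Fluo-8 calcium dye fluorescence · Test system – human OTR in CHO cells · Dosing – one concentration, 3.0 µM compound · Controls – EC15 oxytocin alone as 0%, 75 nM oxytocin as 100% · Evaluation – normalized max/min fluorescence ratio, % activation · Timing – 6 min pre-incubation, 100 s read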
Starred values were filed as active, the others as inactive; x = no result given.

SMILES	M1 antag	M4 antag	CHO-K1 Ca antag	M1 ag	CHRM4 agonist	CHO-K1 Ca ag	CHRM1 PAM	CHO parental Ca	OXTR potentiate
CCN(CC)CCCNC(=O)Cn1cnc2sc(C)c(S(=O)(=O)N3CCC(C)CC3)c2c1=O	-2	2	5	-12	2	-0.2	2	-4	-5
O=C(Cn1cc2c(n1)CCCCC2)N1CCc2ccccc2C1	0	-2	-1	-3	3	1.2	-3	-6	-7
O=C(C1CCCN(Cc2ccccc2Br)C1)N1CCCCC1 (stereo not given)	2	-2	-20	-4	0	0.6	-2	-7	-5
NC(=O)c1ccccc1OCC(=O)Nc1ccc2c(c1)CCC2	10	2	-5	-5	8	2.9	-4	-10	-6
O=C(NCCS(=O)(=O)NCc1ccc2c(c1)OCO2)c1ccccc1	-8	5	-18	-6	0	0.7	8	1	3
Cc1ccccc1CCNC(=O)c1ccc(Cl)c(S(=O)(=O)N2CC(C)OC(C)C2)c1 (stereo not given)	9	-10	-6	-3	19	9.3	-11	-28	-10
CC(=O)Nc1cc2c3c(cccc3c1)-c1ccccc1-2	-6	-6	-7	-3	3	2.6	3	x	x
Cc1nc2c(-c3ccc(F)cc3)c(C)nn2c(C)c1CCC(=O)NC(C)CCc1ccco1 (stereo not given)	-7	-9	-8	5	1	1.1	10	-24	-7
COc1ccc(CNC(=O)C2CC(=O)N(c3ccc(OCC(=O)N4CCCCC4)cc3)C2)cc1 (stereo not given)	-27	1	-7	-3	0	0.9	8	1	-2
Cn1c(=O)n(CC(=O)NC2CCCCC2)c(=O)c2ccccc21	-12	-7	-7	-3	1	0.2	7	-13	-7
COc1ccccc1N1CCN(C(=O)C2CCN(S(=O)(=O)c3ccccc3)CC2)CC1	-6	2	-13	-1	17	7.3	-8	-7	-7
CCN(CC(=O)Nc1ccccc1C(=O)OC)S(=O)(=O)c1ccc(OC)cc1	-18	-8	-16	-8	3	1.2	1	-21	3
O=S(=O)(c1ccc(N2CC=C(c3ccccc3)CC2)nc1)N1CCCC1	12	2	-7	-6	3	0.7	-22	-11	-8
CCCS(=O)(=O)N1CCCC(C(=O)NCc2cccnc2)C1 (stereo not given)	-19	0	-9	-5	0	0.3	8	-17	-1
CN1c2ccccc2C(=O)/C(=C\Nc2ccc(F)cc2)S1(=O)=O	-2	-14	-11	-2	10	2.3	1	-9	-1
NC(=O)CC(NC(=O)c1ccccc1)c1ccc(N2CCC(Br)CC2)c([N+](=O)[O-])c1 (stereo not given)	-6	-10	2	-3	0	0.2	10	2	-7
Clc1ccc(-c2cn3cccnc3n2)cc1Cl	-21	-4	-8	-1	1	0.5	3	-10	-3
CCCCNC(=O)Cc1ccc(Br)cc1	-14	0	-6	-5	0	-0.4	11	0	-8
O=C(NC1CCSC1=O)c1ccc(Cl)cc1 (stereo not given)	8	-6	-2	-7	-1	-0.3	-4	-13	-9
CCc1ccc(C(=O)NCc2ccc(Cl)cc2)cc1	-4	-8	-8	-7	0	-0.2	3	5	-3
CS(=O)(=O)c1nsc2nc(=O)c(/C=C3\C=Nc4ccccc43)c(N)n12	-6	-1	-9	-4	2	1.2	7	0	-1
Cc1ccc(/C=C/C(=O)OCn2nnc3ccccc3c2=O)o1	-8	-1	-26	-3	1	2.9	4	-11	-8
CCc1nnc(NC(=O)CSc2nnc3c(n2)[nH]c2ccccc23)s1	0	-2	13	-4	1	0.6	12	3	-11
CCCN1Cc2cccc(C(=O)N3CCN(c4ccc(OC)cc4)CC3)c2C1=O	5	6	13	-5	1	0.0	-7	-4	-8
COc1ccc(/C=C/C(=O)OCC(=O)NC2CCCCCC2)cc1OC	-9	-11	-9	-3	1	-0.1	9	-18	-4

3 of the entries above in order of their number in CHRM1 PAM, ascending.
| SMILES | CHRM1 PAM |
| --- | --- |
| CCN(CC(=O)Nc1ccccc1C(=O)OC)S(=O)(=O)c1ccc(OC)cc1 | 1 |
| CCc1ccc(C(=O)NCc2ccc(Cl)cc2)cc1 | 3 |
| COc1ccc(/C=C/C(=O)OCC(=O)NC2CCCCCC2)cc1OC | 9 |

(continued)
SMILES	M1 antag	M4 antag	CHO-K1 Ca antag	M1 ag	CHRM4 agonist	CHO-K1 Ca ag	CHRM1 PAM	CHO parental Ca	OXTR potentiate
O=C(COC(=O)/C=C/c1ccc(S(=O)(=O)N2CCOCC2)cc1)NC1CCCCCCC1	-1	2	-2	-4	5	2.6	6	-17	-20
O=[N+]([O-])c1ccc(N2CCCCCC2)c(S(=O)(=O)N2CCCCC2)c1	-16	13	-1	-4	-1	0.2	-6	-11	-6
Cc1nn(CC(=O)NCc2cccnc2)c(=O)c2ccccc12	-30	-10	-12	-2	0	0.6	9	-6	-1
O=C(N/N=C/c1cccc(OC(=O)c2ccc([N+](=O)[O-])cc2)c1)c1cccnc1	-9	6	-8	-3	1	1.2	5	6	3
CCOc1ccc(C(=O)Nc2ccncc2)cc1	1	-3	-11	10	8	2.1	19	-6	-12
CCS(=O)(=O)N1CCN=C1SCc1ccccc1	4	3	-12	-3	1	1.5	-1	5	-3
Cc1cc(C(=O)N/N=C/c2c[nH]c3ccccc23)cs1	-5	-7	-7	-6	1	0.1	2	1	1
COC(=O)c1cc(C(=O)Nc2nnc(C3CC3)s2)cc([N+](=O)[O-])c1	-16	-6	-9	-1	-1	0.0	0	-13	-11
O=C(Cc1ccc(Cl)cc1)Nc1ccc(CN2CCCCC2)cc1	14	1	0	-8	4	5.0	-4	-5	0
CCC(NC(=O)c1cc(COc2c(F)cccc2F)on1)c1ccncc1 (stereo not given)	-17	-13	-12	-1	5	2.7	9	-3	-7
CC1(C)C([N+](=O)[O-])C(c2ccc(O)cc2)NC(c2ccc(O)cc2)C1[N+](=O)[O-] (stereo not given)	7	7	7	1	10	1.6	-1	-2	-5
COc1ccc(C2=NOC(Cn3nc(-c4ccccc4)cc3C(=O)NCc3cccc(C(F)(F)F)c3)C2)cc1 (stereo not given)	-2	-2	-11	-9	1	0.5	1	1	-4
Cc1onc(-c2ccccc2Cl)c1C(=O)N(C)C1CCCCC1	-14	-27	-10	-7	0	-0.2	11	2	0
Cc1cc(C(=O)Nc2ccc(C(=O)O)cc2)c(-c2ccccc2)o1	-12	1	-4	-6	0	-0.1	4	-5	-3
Cc1ccc(S(=O)(=O)N(C)C[C@H]2Oc3cc(C#CC4CCCC4)ccc3S(=O)(=O)N([C@H](C)CO)C[C@H]2C)cc1	0	8	0	-6	0	0.2	-7	x	x
O=C1c2ccccc2C(O)(Cc2ccccc2)N1Cc1ccco1 (stereo not given)	-7	-2	-1	-5	-1	0.3	1	-23	-5
O=C(O)c1cccc(NS(=O)(=O)c2ccc(NC(=O)c3ccco3)cc2)c1	15	18	-1	-5	18	5.0	-13	-8	-5
O=C(CN1CCN(S(=O)(=O)c2ccc(Br)cc2)CC1)N/N=C/c1ccccc1C(=O)O	0	4	-7	-3	2	1.2	4	-19	0
COc1ccc(/C=C/C(=O)N2CCOCC2)cc1OC	-15	3	-9	-2	0	0.8	10	2	-9
Oc1ccc2ccccc2c1/C=N/n1cnnc1	0	-4	10	-3	0	0.1	3	-6	-1
Oc1ccc(/C=N/Nc2ncnc3c2ncn3Cc2ccccc2)cc1O	-14	-9	-12	-5	0	-0.3	7	-4	-2
COc1ccc(C)cc1S(=O)(=O)NC1CCCCC1	-5	9	2	-5	-1	0.0	7	-13	-1
CCCSc1ccc([C@H]2N[C@@](CC(C)C)(C(=O)OC)[C@H]3C(=O)N(CC)C(=O)[C@@H]23)cc1	-11	-6	3	-1	1	-0.7	10	-3	-2
Cc1c(C(=O)O)sc(S(=O)(=O)N2CCN(C(=O)Cc3ccccc3)CC2)c1C(=O)O	-11	-10	-8	-2	1	-0.3	4	x	x
CCc1cccc2[nH]c3cc([N+](=O)[O-])ccc3c12	-2	8	-17	-10	-2	-0.5	-5	-16	-9
Other compounds:
SMILES	M1 antag	M4 antag	CHO-K1 Ca antag	M1 ag	CHRM4 agonist	CHO-K1 Ca ag	CHRM1 PAM	CHO parental Ca	OXTR potentiate
CCc1ccc2[nH]c(=O)c(CN(Cc3ccco3)C(=S)NCC3CCCO3)cc2c1 (stereo not given)	-7	-11	-9	-9	3	1.8	1	-36	-2
Cc1ccc(S(=O)(=O)N2CCOCC2)cc1NC(=O)COC(=O)c1cc(=O)[nH]c2ccccc12	12	-18	-4	-8	2	0.2	-3	-2	-14
O=S(N1CCCCC1)C12CC3CC(CC(C3)C1)C2 (stereo not given)	-7	-8	-2	-6	1	0.1	6	-8	0
O=C(COC(=O)c1cnc(Cl)c(Cl)c1)NC1CCCCCC1	3	3	-19	-3	14	3.7	-3	-4	-10
O=c1[nH]c(=S)[nH]c2c1C(c1ccc(Cl)cc1)OC(C1CCCCC1)C2 (stereo not given)	-33	-12	-14	-2	1	0.2	-1	x	x
O=C(CN1c2cccc3cccc(c23)S1(=O)=O)NCCc1ccccc1	-4	-5	6	1	2	-0.1	10	-19	-6
N#C/C(=C(/O)CCl)c1nc2ccccc2[nH]1	17	4	18	-3	0	0.0	0	-9	2
COc1ccc(-c2noc(N3CCC(C(=O)Nc4ccc(F)cc4F)CC3)n2)cc1	-4	-20	-15	11	1	0.4	16	-12	-3
COCCN1C=C(C(=O)OC)C(c2cc(Br)c(OC)c(OC)c2)C(C(=O)OC)=C1	-9	12	-11	-3	-1	0.5	5	-22	-2
Cn1ncc([N+](=O)[O-])c1C(=O)Nc1ccc(-c2nc3ccccc3o2)cc1	5	3	-5	-3	12	5.7	1	-6	-16
CCOc1ccc(-n2c(C)nc(O)c2N=Nc2ccccc2)cc1	-6	-7	8	-5	1	-0.1	14	-18	3
O=C(COC(=O)c1ccccn1)Nc1cc(Cl)ccc1Cl	-8	0	-13	-2	1	0.0	9	-10	-2
COC(=O)C1=CO[C@@H](O[C@@H]2OC(CO)[C@@H](O)[C@@H](O)[C@@H]2O)C2C1CC[C@]2(C)O (stereo not given in full)	-2	-10	13	-1	0	0.2	12	-13	1
Cn1cc(Br)c(C(=O)NC2CCCCCC2)n1	-6	3	-6	-3	2	0.7	4	x	x
O=C(c1ccoc1)N1CCCC(Nc2ccc(F)c(F)c2)C1 (stereo not given)	10	6	5	-2	1	0.0	-2	-8	0
COc1cccc(-c2ncc3ccccc3c2COC(=O)c2cccs2)c1	18	-4	-10	-11	3	0.7	-23	-4	-3
COc1ccc(-c2ccnc(SCC(=O)c3ccc(Br)cc3)n2)cc1	8	-6	18	-3	1	0.0	-7	-10	-4
CCN(CC)c1ccc(NC(=O)Cn2cc3c(n2)CCC(C)C3)c(C)c1 (stereo not given)	-2	-13	2	-10	-1	-0.1	-3	-13	-6
